Screens: PubChem, several laboratories
bIAP inh – blocks bovine intestinal alkaline phosphatase activity; 190,000 tested, under 10 active; purified bovine IAP, CDP-star luminescence, 30 min; inhibition, % at 20 µM; AID 1019;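 active means over 50% inhibition of intestinal alkaline phosphatase at 20 µM in the single-dose screen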
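Assay system – bovine IAP enzyme · Quantity – bovine IAP at 1/65,000,000 final dilution · Detection – CDP-star luminescence signal · Times – 30 min reaction at room temperature · Also added – CDP-star substrate at 30 µM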
PMI act hi M6P – activators of human phosphomannose isomerase at near-saturating mannose 6-phosphate. AID 1216. P34949. coupled PMI enzyme assay, resazurin fluorescence, 20 min; stronger effect = higher value; 1 = untreated enzyme, 0 = substrate-free blank. 190,000 compounds, 0.34% hits. activation factor at 20 µM;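 active means activation factor of 2 or more at 20 µM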
Target sequence (P34949 whole entry, looked up): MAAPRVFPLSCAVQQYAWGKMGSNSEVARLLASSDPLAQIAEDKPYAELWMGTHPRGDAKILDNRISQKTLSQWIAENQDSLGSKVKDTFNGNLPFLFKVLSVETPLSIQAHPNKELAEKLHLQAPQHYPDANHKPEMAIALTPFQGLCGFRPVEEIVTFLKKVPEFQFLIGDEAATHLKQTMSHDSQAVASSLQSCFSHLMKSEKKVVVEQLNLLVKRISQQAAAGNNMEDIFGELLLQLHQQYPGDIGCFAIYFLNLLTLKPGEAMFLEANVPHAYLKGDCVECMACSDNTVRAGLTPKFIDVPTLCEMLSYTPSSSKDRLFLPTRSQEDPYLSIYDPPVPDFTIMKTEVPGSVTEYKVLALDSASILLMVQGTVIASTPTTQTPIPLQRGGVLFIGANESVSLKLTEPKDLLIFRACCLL
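Test system: human PMI in coupled enzyme assay; Input: PMI at 15 ng/mL final; Medium: HEPES buffer, pH 7.4; Schedule: 20 min incubation at room temperature; Technique: resorufin fluorescence at Ex 544/Em 590 nm; Compound: 20 µM single dose; Probe or stimulus: Near-saturating mannose-6-phosphate, 1.0 mM.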
Diaphorase inh – inhibits diaphorase or chemically oxidizes, flagging diaphorase assay artifacts; diaphorase resazurin-to-resorufin fluorescence, NADH, 16 min; bacterial (C. kluyveri) enzyme, not human; inhibition, % at 20 µM; 190,000 compounds, 0.69% hits;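 active means primary screen inhibition at 20 µM above a set limit, cut at about 50% in these data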;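 further: plate controls were DMSO with full reaction for no effect and wells lacking NADH for full effect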
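Assay system – diaphorase enzyme from Clostridium kluyveri · Amount – diaphorase 0.14 U/mL (working solution) · Times – reaction incubation of 16 min at room temperature · Controls – No-NADH positive control and DMSO neutral control · Signal – resorufin fluorescence 544/590 nm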
Lmaj promast – inhibitors of Leishmania major promastigote growth | Leishmania major promastigotes, resazurin fluorescence viability | inhibition, % at 10 µM | 200,000 compounds, 9% hits | AID 1063; in the data active means inhibition above about 50%;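 further: promastigotes grown with compound for 44 hours at 28 °C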
PMI activator – increases human mannose-6-phosphate isomerase activity; P34949; purified human PMI, coupled resazurin fluorescence, 20 min; stronger effect = higher value; 1 = vehicle control, 0 substrate-free wells; activation factor at 20 µM; 190,000 compounds, 0.005% hits; AID 1214;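 active means activation factor of 2 or more at 20 µM, relative to plate controls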
TNAP inh no acc – blocks human TNAP activity with no phosphate acceptor present | P05186 | inhibition, % at 20 µM | AID 1012 | 200,000 compounds, 0.26% hits | purified TNAP, CDP-star luminescence, 30 min;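 active means tissue-nonspecific alkaline phosphatase inhibition above about 50% at 20 µM in the single-dose screen, limit read from the data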;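 further: 0% = DMSO negative control and 100% = EDTA positive control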
bIAP activator – intestinal alkaline phosphatase (bovine) activation | purified bovine IAP, CDP-star luminescence, 30 min; stronger effect = higher value; fold of DMSO-control signal, blank-subtracted | activation factor at 20 µM | 200,000 compounds, 0.17% hits | AID 1016;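 active means activation factor of 2 or more at 20 µM, a signal rise over negative controls twice the positive control's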
TNAP act hiacc – increases human TNAP activity under high phosphate acceptor concentration; AID 1136; purified TNAP, CDP-star luminescence, 1 M DEA, 30 min; stronger effect = higher value; 0 = EDTA background, 1 = DMSO-only activity; activation factor at 20 µM; 200,000 tested, under 10 active; P05186;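 active means activation factor at least 2 at 20 µM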
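Test system – human TNAP · Doses – 20 µM single point · Incubation – 30 min, room temperature · Signal – luminescent substrate turnover signal · Read-out basis – activation factor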
TNAP inh hiacc – inhibitors of human TNAP at high phosphate acceptor concentration; P05186; purified TNAP, CDP-star luminescence, 1 M DEA; inhibition, % at 20 µM; 200,000 compounds, 0.03% hits; AID 1135;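 active means over 50% inhibition of tissue-nonspecific alkaline phosphatase at 20 µM in the single-dose screen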;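 further: plate controls were DMSO wells for no effect and EDTA-quenched wells as full inhibition for full effect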
Diaph act CS – counter-screen for diaphorase-based assays: diaphorase activators and chemical reducers | AID 1229 | Diaphorase/resazurin coupled assay, resorufin fluorescence, 16 min; stronger effect = higher value; 1 = vehicle wells, 0 = NADH-free wells | 190,000 compounds, 0.005% hits | activation factor at 20 µM;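 active means diaphorase activity raised at least twofold by the compound at 20 µM; inactive means activation factor below 2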
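Material: purified diaphorase enzyme from Clostridium kluyveri; Also added: 0.114 mM NADH and 0.1 mM resazurin, final amounts; Doses: single compound dose of 20 µM, 1% DMSO final; Times: 16 min enzyme reaction, ambient temperature; Detection: resorufin fluorescence, excitation 544 nm, emission 590 nm; Measure: increased resorufin signal from activators or reducing compounds.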
* hit, by the source's call; x = no result given.

Structure,Diaphorase inh,Lmaj promast,PMI activator,PMI act hi M6P,TNAP act hiacc,Diaph act CS,TNAP inh no acc,TNAP inh hiacc,bIAP inh,bIAP activator
CC(Sc1ncnc2sccc12)C(=O)Nc1ccc(C(N)=O)cc1 (stereo unspecified),9,0,1.1,1.1,1,0.9,-12,-3,16,0.8
CNC(=S)NCC(O)c1ccc([N+](=O)[O-])cc1 (stereo unspecified),12,6,1,0.9,1,0.9,-7,0,-3,1
CCN1CCCC1CNC(=O)C(NC(=O)C1CCC(C)CC1)C(C)C (stereo unspecified),-1,0,1,1.1,1,1,-6,-2,0,1
COc1ccc(OCC#CCn2ccnc2)cc1,27,4,0.9,0.8,1,0.7,-8,-4,7,0.9
Cc1cn(S(=O)(=O)c2ccc(Cl)cc2)c(C)n1,8,-4,0.9,0.9,1,0.9,-5,1,-4,1
CCOC(=O)COc1ccc(S(=O)(=O)N2CCN(c3ccc(OC)cc3)CC2)cc1,10,-8,0.9,0.9,1,0.9,0,0,-10,1.1
O=C(Cn1ncc2c(=O)oc3ccccc3c21)NCCCN1CCCC1=O,8,-3,1,1,1,0.9,10,1,7,0.9
COc1ccc2[nH]c(=O)c(CN(Cc3cccs3)Cc3nnnn3C(C)(C)C)cc2c1,35,99*,0.8,0.8,1,0.7,-16,-3,0,1
C#CCNC(=O)C1=C[C@@H](c2ccc(C(F)(F)F)cc2)C[C@@H](OCCCCO)O1,27,2,0.9,0.6,1,0.7,-7,-2,2,1
O=C(CSc1nnc(-c2cccnc2)n1Cc1ccco1)NCc1ccc2c(c1)OCO2,16,-6,1,0.9,1.1,0.8,-10,-8,-2,1
CN=C1S/C(=C\c2cc(C)n(-c3ccccc3F)c2C)C(=O)N1C,6,62*,0.9,1,1,0.9,1,1,-6,1.1
O=C(CC1(O)C(=O)N(Cc2ccccc2Cl)c2ccccc21)c1ccco1 (stereo unspecified),9,9,0.9,1,1,0.9,-11,-2,21,0.8
Cc1cc(C)n2nc(SCC(=O)NCc3ccco3)nc2n1,-6,-4,1.1,1.1,1,1.1,-9,-4,-5,1.1
O=C(/C=C/c1ccccc1)Oc1coc(CSc2ncccn2)cc1=O,5,-7,1,1,1,0.9,-22,1,-6,1.1
O=C(Nc1ccc(N2CCOCC2)cc1)NC1CCCCC1,6,-5,0.9,0.8,1,0.9,-6,-4,2,1
CN1CCN(C(=O)c2cc(-c3cccc(Cl)c3)on2)CC1,9,8,1.1,1,1.1,0.9,-12,-5,5,0.9
CCOC(=O)C1(C(F)(F)F)N=C(C(F)(F)F)Nc2ccccc21 (stereo unspecified),20,23,0.9,0.9,1,0.8,-5,1,-3,1
CCOC(=O)c1sc2nc3c(cc2c1N)C(=O)CC(C)(C)C3,-7,-1,1,1.1,1,1.1,-3,-1,5,1
COC(=O)c1ccc(CSc2nc3cc(Cl)ccc3o2)cc1,15,-6,0.8,0.9,1,0.9,-10,-2,13,0.9
CCOC(=O)c1[nH]ncc1CN1CCCC(C(=O)c2cc(Cl)ccc2OC)C1 (stereo unspecified),2,3,0.9,0.9,1.1,1,-16,-5,-32,1.3
COc1ccccc1NC(=O)CCC(=O)Nc1ccccc1OC,0,-2,1,1.1,1,1,-6,3,10,0.9
CN1CC=C2C(C#N)=C(N)C(C#N)(C#N)[C@H](c3ccoc3)[C@H]2C1,26,8,0.8,0.8,0.9,0.7,-7,7,1,1
O=C(OCC#CCSc1nnc(-c2cccc3ccccc23)o1)c1cccs1,20,7,0.9,0.9,1,0.8,-8,0,x,0.4
Cn1c(=O)c2c(nc(Br)n2Cc2ccccc2Cl)n(C)c1=O,8,5,1.1,1.1,1.1,0.9,-12,-6,2,1
O=C(/C=C/c1ccccc1[N+](=O)[O-])N1CCN(c2ccccc2F)CC1,14,-1,0.9,0.9,1,0.9,-2,1,-5,1
COc1ccc(C2C(C#N)=C(C)NC3=C2C(=O)c2ccccc23)cc1 (stereo unspecified),-8,21,1.6,1.9,1.1,1.1,7,-7,8,0.9
CC(=O)NC1C(=O)N=C(SCC(=O)NC2CCCCC2)NC1=O (stereo unspecified),18,-5,1.1,1,1.1,0.8,-12,-6,0,1
CCCCn1c(=O)n(Cc2cccc(F)c2)c(=O)c2c1ncn2Cc1ccco1,7,28,1,1,1,0.9,-2,2,9,0.9
O=C(CN1CCCCC1)Nc1cccc(Cl)c1Cl,6,1,1,1,1,0.9,-10,-4,15,0.8
COCCn1c(SCC(=O)c2ccc(F)cc2)nnc1C(C)C,1,25,1.5,1.9,1,1,-9,-3,-4,1
COc1ccc(C(C(=O)NC2CCCCC2)N(C(=O)CCl)c2ccc(C)cc2)cc1 (stereo unspecified),-2,91*,1.1,1.1,1.3,1,-104,-35,17,0.8
COCC(C)NC(=S)NCCc1ccc(Cl)cc1Cl (stereo unspecified),9,3,1,1,1,0.9,-4,0,9,0.9
O=c1c(C(c2ccc(O)cc2)c2c(O)nc3n(c2=O)CCCS3)c(O)nc2n1CCCS2,9,-4,1,1,1,0.9,12,-3,13,0.9
Cn1c(=O)c2c(nc(SCC(=O)c3cccs3)n2Cc2ccc(F)cc2)n(C)c1=O,14,-5,1,0.9,1,0.9,-6,2,13,0.9
CCCS(=O)(=O)C(=C(Nc1ccc(OC)cc1)Nc1ccc(OC)cc1)S(=O)(=O)CCC,12,19,1,1,1.1,0.9,-13,-12,1,1
CCC(CC)NC(=O)c1cc([N+](=O)[O-])ccc1N1CCOCC1,9,-6,0.8,0.9,0.9,0.9,-1,8,-29,1.3
COc1ccc2cc(C(=O)OC(C)C)sc(=O)c2c1OC,15,8,1,0.9,1,0.9,3,-4,21,0.8
COC(=O)CCC(=O)NNC(=O)c1ccc(Cl)cc1Cl,9,12,0.9,1,1,0.9,1,0,-10,1.1
CC(C)c1nnc(NC(=O)C2CCCN2S(=O)(=O)c2ccc(Cl)cc2)s1 (stereo unspecified),15,24,0.9,0.9,1.1,0.8,-12,-7,2,1
CC1CCN(CCC(=O)Nc2ccc3c(c2)CCC3)CC1,18,84*,0.8,0.8,1,0.8,-3,0,0,1
O=C(Nc1ccc([N+](=O)[O-])cc1Br)c1cccnc1,21,54*,1,0.9,1,0.8,-6,-2,-1,1
S=C(NCc1cccnc1)Nc1ccc(Cl)cc1Cl,5,11,1,1,1.1,1,-7,-7,6,0.9
COc1ccc(-n2nc(C(=O)NCC(=O)N3CCN(C)CC3)c3ccccc3c2=O)cc1OC,-7,-2,1.1,1.1,1,1.1,-4,0,5,0.9
CCOc1cc(/C=N/NC(=O)CN2CCOCC2)ccc1OCc1ccccc1,18,6,0.8,0.9,1.1,0.8,-23,-6,0,1
O=C(CCc1ccc(S(=O)(=O)N2CCOCC2)cc1)Nc1nc(COc2ccccc2)cs1,21,96*,0.9,0.9,1,0.8,1,-4,8,0.9
CC(C)CCNS(=O)(=O)c1ccc(-c2ccc(S(=O)(=O)NCCC(C)C)cc2)cc1,0,-5,1.1,1.1,1.1,1,-5,-7,20,0.8
Cc1[nH]c2ccccc2c1SCC(=O)N1CCOCC1,-13,-7,1,1,1,1.1,5,-4,13,0.9
O=C(Oc1c(Cl)cc(Cl)c2cccnc12)c1cccc([N+](=O)[O-])c1,49,70*,0.7,0.8,1,0.5,-55,0,-19,1.2
CCS(=O)(=O)n1nc(-c2ccco2)nc1N,12,-8,0.9,0.9,1,0.9,-2,2,8,0.9
NC(N)=Nc1nc(-c2ccccc2)c2ccccc2n1,1,98*,0.9,0.9,1,1,3,-1,-9,1.1
CC(C)(C)C1CCc2onc(C(=O)NCc3ccc(F)cc3)c2C1 (stereo unspecified),16,8,0.9,0.9,1,0.8,3,-5,11,0.9
